Keap1 Nrf2 FP: Keap1-Nrf2 protein-protein interaction inhibitors, primary screen, biochemical, fluorescence polarization, single point; Kelch-like ECH-associated protein 1 (Homo sapiens), Q14145; Keap1 Kelch-Nrf2 peptide fluorescence polarization, 1536-well; inhibition, % at 9.4 µM; 340,000 tested, 0.15% active; AID 504523, 2011; in the data active = inhibition above about 12%;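 also: human Keap1 Kelch domain with fluorescein labeled Nrf2 9mer peptide probe; 0% = neutral control wells and 100% = peptide positive control; higher means more block of Keap1 binding to Nrf2 peptide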
CAL PDZ FP-1: CAL PDZ peptide-binding inhibitors, primary screen, biochemical, fluorescence polarization, Cer-tagged CAL PDZ, HTS | Golgi-associated PDZ and coiled-coil motif-containing protein (Homo sapiens), Q9HD26 | purified CAL PDZ, TMR-peptide fluorescence polarization, 1 h | inhibition, % at 20 µM | 330,000 tested, 0.02% active | AID 504414, 2011;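 active = highest replicate inhibition of at least 40%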;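 also: plate controls were DMSO neutral control wells for no effect and unlabeled competitor peptide control wells for full effect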
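Read-out basis: mP drop reported as inhibition | Assay system: Tagged CAL PDZ protein CerCALP, purified | Benchmarks: Unlabelled peptide for full inhibition, DMSO wells as neutral | Schedule: 1 h incubation at room temperature before polarization reading | Buffer or medium: Sodium phosphate/NaCl buffer pH 7.4 with TCEP, IgG, Thesit | Doses: Single point, 20 µM | Measured by: Fluorescence polarization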
RTF Ca sens inh: cardiac RTF calcium sensitivity inhibitors, primary screen, biochemical, IANBD-TnC fluorescence, EC70 calcium; Troponin I, cardiac muscle (Homo sapiens) + Troponin T, cardiac muscle (Homo sapiens) + …; IANBD-labeled cardiac RTF, Ca2+ fluorescence; inhibition, % at 7.15 µM; 340,000 tested, 0.12% active; AID 493244, 2011;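 active = inhibition above the mean inhibition of all tested compounds plus 3 SD, cut at about 17% in these data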;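 also: assay run at fixed EC70 calcium of 1.6 mM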
CAL PDZ FP-2: untagged CAL PDZ binding inhibitors, primary screen, biochemical, fluorescence polarization, HTS. purified CAL PDZ, TMR-peptide fluorescence polarization, 1 h. Golgi-associated PDZ and coiled-coil motif-containing protein (Homo sapiens), Q9HD26. AID 602252, 2012. inhibition, % at 24.9 µM. 300,000 tested, 0.92% active;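 active = mean inhibition of at least 30% with at least half of replicates also reaching 30%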;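 also: 0% = DMSO neutral control and 100% = excess unlabeled competitor peptide PRC23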
DAGLB inh: DAGLB lipase inhibitors, primary screen, biochemical, fluorescence, HTS; Diacylglycerol lipase-beta (Homo sapiens), Q8NCG7; inhibition, % at 5.17 µM; HEK293T DAGLB membrane lysate, EnzChek fluorogenic substrate; AID 504411, 2011; 340,000 tested, 0.059% active; in the data active = inhibition above about 34%;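 also: 0% = enzyme with vehicle and 100% = wells lacking enzyme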
Pemphigus Ab inh: inhibitors of pemphigus antibody binding to DSG3, primary screen, biochemical, bead-based, flow cytometry, scFv-GFP | Desmoglein-3 (Homo sapiens), P32926 | DSG3-coupled beads, scFv-anti-DSG3-GFP binding; stronger effect = lower value | binding (percent of control), % at 10 µM | 310,000 tested, 0.48% active;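 active = binding more than 3 SD below its plate's average and above zero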;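 also: hits lower antibody fragment binding to DSG3; some compounds called inactive have numbers as strong as hits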
Arr AP2 block: inhibitors of beta-arrestin/AP2 binding, primary screen, biochemical, GPCR trafficking, flow cytometry | FITC-arrestin peptide / GST-AP2 beads; AP2 beta2 appendage carries R879A mutation | inhibition, % at 10 µM | 340,000 tested, 0.31% active | AID 504490, 2011;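 active = inhibition above a set limit, near 3 SD of compounds lacking own fluorescence, cut at about 54% in these data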;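 also: plate controls were DMSO wells for no effect and 5 µM unlabelled arrestin peptide for full effect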
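test system = AP2 appendage R879A on GSH beads | buffer or medium = PBS plus Tween 20 (0.05%) and BSA (0.1%) | incubation = 12 min plus 1 h, RT | detection = bead flow cytometry, FITC channel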
NSD2 inh: NSD2 histone methyltransferase inhibitors, primary screen, biochemical, AlphaScreen, single concentration, set 2 | Histone-lysine N-methyltransferase NSD2 (Homo sapiens), O96028 | NSD2 peptide methylation, 120 min | inhibition, % at 12.5 µM | 310,000 tested, 0.54% active; in the data active = inhibition above about 50%
V-ATPase pH: regulators of yeast V-ATPase proton pumping, primary screen, pHLuorin cytosolic pH fluorescence. response, % at 10 µM. 350,000 tested, 0.37% active. S. cerevisiae; in the data active = response mostly above about 7.3%, no sharp cut-off; inactive = mostly below about 5.4%; also: actives read high; inactives centre near 0; some compounds called inactive have numbers as strong as hits
LANA DNA inh: inhibitors of KSHV C-LANA binding to DNA, primary screen, biochemical, fluorescence polarization, FAM-LBS DNA, MBP-C-LANA, single point. Kaposi's sarcoma herpesvirus LANA C-terminal domain (residues 932-1162) DNA binding. inhibition, % at 9 µM. 340,000 tested, 0.078% active. AID 504423, 2011;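 active = highest replicate inhibition at or above 60% at 9 µM, even if other replicates fall short; inactive = all replicates below 60% inhibition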;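 also: 0% = neutral control wells and 100% = 4 µM acridine orange control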
The depositor's hits bear a star; / = no result given. Only part of the results is shown. The share of hits here may be higher or lower than overall.

SMILES	Keap1 Nrf2 FP	CAL PDZ FP-1	RTF Ca sens inh	CAL PDZ FP-2	DAGLB inh	Pemphigus Ab inh	Arr AP2 block	NSD2 inh	V-ATPase pH	LANA DNA inh
S=C(NCc1cccs1)NCC1CCCO1 (configuration not stated)	1.4	-0.7	-8.0	2.2	3.6	107.8	11.9	-4.5	0.4	-1.7
CC(C)c1onc(C(=O)NCc2ccccn2)c1[N+](=O)[O-]	-0.1	-2.2	-14.4	1.3	0.4	88.3	1.6	-0.5	-2.2	1.4
CC1(C)C(c2ccccc2)=[N+]([O-])CN1O	-6.1	/	-4.7	1.7	-1.8	103.4	0.6	-1.0	0.2	1.0
CC(/C=N\NC(=O)Cn1c(C)nc2ccccc21)=C\c1ccccc1	-4.1	-0.8	-4.4	-1.2	-6.1	/	2.9	-0.9	-2.9	-0.2
COc1ccc(CN2CCN(C(C)C(=O)N3CCc4ccccc43)CC2)cc1OC (configuration not stated)	-3.3	-2.3	-9.7	-1.1	-2.0	111.6	23.9	-1.9	-3.9	-0.2
CCOC(=O)C1C(=O)NC(N2CCc3ccccc32)=NC1c1ccccc1 (configuration not stated)	-3.3	/	-1.7	-0.1	-1.1	119.6	-3.9	-2.0	-0.1	-1.2
COc1ccc(N=C2SCC(c3ccc([N+](=O)[O-])cc3)=NN2CCO)cc1	2.2	-0.2	-20.2	-2.3	5.1	/	5.5	8.1	-0.3	0.3
C(=NNc1nnn(Cc2ccccc2)n1)c1ccccc1	/	/	/	/	3.7	99.3	/	3.0	-5.5	/
Cc1ccc(-c2nn(-c3ccccc3)cc2C(=O)NC2CCC(O)CC2)cc1 (configuration not stated)	-2.1	-0.6	-16.2	1.5	-3.3	/	11.9	-2.1	4.8	0.9
O=C(NCCn1cc(SCc2ccc(F)cc2)c2ccccc21)c1c(F)cccc1F	2.8	-1.0	-3.0	/	-0.7	106.8	25.0	/	-2.6	-1.1
Cc1c(C#N)c2ccccc2n1CC(=O)NCc1cccnc1	-4.4	-2.5	-3.1	-1.6	-1.7	107.8	-0.9	-3.3	-2.2	-2.0
CCOc1ncccc1C(=O)OCC(=O)NC1CCCCC1	-2.7	0.2	-1.0	13.1	-2.1	/	-9.2	-1.5	-2.1	-1.5
CCOC(=O)Cc1nn(C)c(=O)c2ccccc12	1.9	-3.1	0.4	0.6	-0.1	89.6	2.0	/	0.0	-0.4
S=c1nc(-c2ccccc2)n(CCCn2ccnc2)c2c1CCCC2	-6.4	-1.5	-4.1	/	-1.5	108.9	-0.1	/	10.4	-2.2
CCCOc1ccc(CCC(=O)N/N=C/c2ccncc2)cc1	-6.3	-2.0	-5.5	-4.1	0.9	100.4	10.7	0.0	5.7	-2.5
N#Cc1ccccc1S(=O)(=O)N1CCN(c2cnccn2)CC1	1.5	-1.0	-2.4	2.9	1.1	104.6	0.5	-2.9	-0.4	-0.7
CC1C(=O)Nc2ccc(S(=O)(=O)N3CCCCCC3)cc21 (configuration not stated)	-3.8	-0.8	1.9	-3.5	-0.2	98.5	-20.5	-1.4	-2.1	-1.8
Cc1csc(NC(=O)c2cccc(S(=O)(=O)N3CCCCC3)c2)n1	-4.1	-2.3	-22.4	-2.6	-2.1	102.2	3.2	-2.0	-0.8	0.4
CN(C)C(=O)COc1ccc(Br)cc1	-7.0	-0.1	7.0	-1.6	-1.4	96.0	-2.6	-2.8	4.2	-0.5
CC(C)(C)C1=Nn2c(nnc2-c2ccccc2F)SC1	-0.3	-1.4	-2.3	/	-0.8	100.1	24.3	0.7	-3.3	-0.7
COc1ccc(S(=O)(=O)c2c[nH]c(=S)[nH]c2=O)cc1Cl	-0.8	-1.2	-11.0	8.7	1.3	98.2	-16.2	2.0	-2.9	2.7
O=C(NCCC1=CCCCC1)c1ccc(Br)o1	-3.8	-0.4	-8.0	0.4	0.6	105.2	-6.4	-1.7	-3.3	-0.1
O=C(Nc1ccccc1Cl)c1ccccc1Cl	3.2	0.5	-0.7	-1.9	-1.6	103.1	3.9	-1.5	3.1	-0.4
Cc1ccc(NC(=O)CN(C)C(=O)c2cccnc2Nc2cccc(C(F)(F)F)c2)cc1	-3.0	-2.0	-1.2	-6.5	-4.2	113.9	-4.9	-1.4	-2.5	-0.8
CC1CCc2ccccc2N1C(=O)c1cccs1 (configuration not stated)	-2.5	-2.2	-5.2	0.0	-3.5	98.3	1.4	1.3	2.5	-0.5
COc1ccc(C2C(C(C)=O)=C(Nc3ccccc3)CC(C)(O)C2C(C)=O)cc1OC (configuration not stated)	-3.4	-2.7	-7.9	-3.2	1.5	122.4	4.2	/	3.4	2.0
NC(Cc1ccc(OC(F)F)cc1)C(=O)O (configuration not stated)	-3.8	-2.1	-0.3	-22.4	0.7	93.0	-5.2	-3.4	-3.2	-0.2
O=C(NC1CCCc2ccccc21)c1ccccc1OC(F)F (configuration not stated)	-3.0	-2.5	-5.2	-5.0	-2.4	96.0	3.4	94.9*	5.2	0.4
CCOc1ccc2nc(NS(=O)(=O)c3cccs3)sc2c1	-5.1	1.4	5.2	-4.6	4.7	115.7	-8.6	-4.9	-0.1	-3.2
O=C1C=C(c2cc3ccccc3s2)C[C@@H](c2ccc3c(c2)OCO3)C1	0.7	-0.5	1.1	-1.3	1.8	99.1	25.6	/	-4.4	1.5
CCCC(=O)Nc1ccc(C(=O)N/N=C/c2ccc[nH]2)cc1	-10.0	-2.0	-9.1	0.5	-0.7	102.6	12.3	-0.9	1.6	-1.1
CCCC(=O)NC(C)C(c1cccs1)N1CCN(c2ccccc2)CC1 (configuration not stated)	-2.8	-2.4	2.1	0.8	-2.0	124.3	-5.6	-3.3	-0.5	0.0
COc1cc(S(=O)(=O)N2CCOCC2)ccc1NC(=O)COC(=O)/C=C/c1cc(OC)c(OC)c(OC)c1	-1.5	0.8	7.4	1.5	-1.3	/	30.6	-0.8	-0.6	1.1
O=C(COc1ccccc1)Nc1ccc2[nH]ncc2c1	-7.4	0.7	-0.7	1.5	0.3	102.5	39.4	-1.5	-0.5	0.5
CCOc1ccccc1N1C(=O)c2cccnc2C1=O	-0.2	-0.6	-6.6	/	-0.1	100.1	-5.7	/	5.0	-0.7
O=C(Nc1ccc2c(c1)OCO2)c1ccc(Br)c(S(=O)(=O)N2CCCC2)c1	2.8	-3.0	-1.6	-1.8	-2.1	98.4	10.4	/	-3.4	0.7
CCOc1ccccc1/C=N/NC(=O)CNC(=O)COc1ccccc1	-5.3	-3.4	-6.8	-2.0	0.6	104.9	6.9	-1.0	3.4	-0.7
COc1ccc(S(=O)(=O)N2CCOC23CCN(C(=O)c2ccccc2Br)CC3)cc1	-1.8	-2.2	1.3	-2.8	0.7	/	-6.5	-0.9	-1.2	-1.0
O=C(Cc1cccs1)Nc1ccccc1	-1.0	0.3	-4.9	-0.2	-3.1	87.0	-7.5	-2.8	1.6	-2.6
O=C(COC(=O)c1cccc(S(=O)(=O)NCc2ccccc2)c1)c1ccc2c(c1)OCCO2	-7.0	-0.3	6.1	2.0	-0.7	96.2	0.1	-1.2	0.9	0.5
CCn1ccc(C(=O)N2CCN(c3ncccn3)CC2)n1	3.9	-2.0	5.6	-3.7	0.0	112.6	-1.2	0.9	-4.2	-0.8
c1cc2c3c(cccc3c1)NC1(CCCCC1)N2	1.3	1.1	3.3	5.1	12.1	88.6	21.5	3.8	3.2	-1.2
CC(C)(C)OC(=O)N1CCC(c2c(C(=O)N3CCN(C(=O)c4ccco4)CC3)cnn2-c2ccc(F)cc2)CC1	-3.3	-0.2	1.9	4.4	0.3	97.7	26.7	-2.6	-1.4	-1.0
O=C(N/N=C/c1ccccn1)c1ccc2nc[nH]c2c1	1.2	0.1	/	/	/	94.6	-2.9	10.3	-1.5	-0.5
Cc1occc1C(=O)NNC(=O)c1ccc(S(=O)(=O)N(C)C)cc1	-2.7	-1.7	-8.1	1.9	1.2	89.3	23.4	-0.1	-0.5	0.9
Cc1occc1C(=O)NCc1ccc(C(=O)O)o1	-1.4	-0.2	-0.7	/	-3.7	101.5	6.8	-1.1	1.4	1.4
COC(=O)c1cc(Sc2cccc(Cl)c2Cl)ccn1	2.9	-2.3	-1.9	-3.1	2.3	105.1	16.3	-2.8	0.9	-2.2
COc1ccc(CCN(Cc2cc3cccc(C)c3[nH]c2=O)C(=O)NC2CCCCC2)cc1OC	2.0	12.7	-16.0	-5.6	1.7	97.6	8.6	-0.3	0.0	-1.5
COc1ccc(-c2cc(-c3ccccc3)c(C#N)c(S(C)=O)n2)cc1 (configuration not stated)	-7.7	-1.6	3.6	-0.7	0.5	98.6	-6.4	-1.3	-3.9	-2.0
C=CCN(C)CC/C=C1\c2ccccc2CSc2ccccc21	1.7	-1.8	-4.4	-5.3	11.5	/	8.8	39.8	19.8	-0.1
Cc1cc2nc3c(=O)[nH]c(=S)[nH]c3nc2cc1NC(=O)C(F)(F)F	27.4*	-0.9	-175.7	3.4	-37.6	91.0	-11.7	/	1.8	54.9
Cc1cccc(N2CC(O)(c3cccs3)[N+]3=C2CCCC3)c1C (configuration not stated)	3.6	-1.6	12.9	-2.9	-0.6	114.8	-2.8	1.4	-1.9	1.3
CCOC(=O)c1c(NC(=S)Nc2ccc(Cl)cc2)sc(C)c1C	-2.0	-1.2	-2.5	/	-0.4	97.8	25.8	-2.7	2.2	-0.8
CCC(C)N1CCN(C(=O)c2cccs2)CC1 (configuration not stated)	-5.8	-0.6	7.2	-0.8	4.0	80.0	-6.2	2.2	1.7	-3.2

Bioassay records: PubChem BioAssay, several laboratories
